From PubChem BioAssay
Pol iota inh – blocks human DNA polymerase iota activity; Potency, µM (titrated, usually from 115 µM), without a hit: at the highest dose activity, negative = inhibition, most hits filed as inhibitors; Q9UNA4; 390,000 compounds, 1% hits; Pol iota fluorescent replication assay, 10 min; AID 588590
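Pol iota at 10 nM preincubated 15 min with compounds at room temperature; reaction started with fluorescent substrate, 50 nM final. Fluorescence read kinetically at 0 and 10 min; buffer-only wells as negative control.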
Tb PGK inh – T. brucei PGK inhibition; Potency, µM (series often up to 57.5 µM), for the others: at the top dose activity change, negative = inhibition, actives largely listed as inhibitors; P07378; PGK/GAPDH coupled, Kinase-Glo luminescence, 60 min; 380,000 compounds, 0.043% hits; also: % is scaled to controls: 0 for no effect and ±100 for the full control effect; nearly all actives have a fitted effect of over 60% in size
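Recombinant glycosomal PGK reaction used 1,3-bisphosphoglycerate generated in-well by GAPDH (100nM final) in 100mM TEA pH 7.6, 5mM MgCl2, 0.01% Tween-20. After 60 minutes at room temperature, ATP was read by Kinase-Glo Plus luminescence end-point.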
JMJD2A Tudor – inhibitors of human JMJD2A Tudor domain. O75164. AlphaScreen JMJD2A-Tudor / H3K4me3 peptide binding. Potency, µM (titrated, usually from 114 µM), for the others: at the highest dose activity change, negative = inhibition, hits mostly inhibitors. 390,000 compounds, 4.4% hits; also: % is scaled to controls: 0 for no effect and ±100 for the full control effect; nearly all actives have a fitted effect of over 50% in size
HP1b chromo inh – HP1-beta chromodomain-methylated histone interaction inhibition | P83916 | AlphaScreen HP1-beta / biotin-H3K9me3 peptide binding | Potency, µM (series often up to 114 µM), for the others: at the top dose activity change, negative = inhibition, actives largely listed as inhibitors | 390,000 compounds, 0.56% hits | AID 540317; also: nearly all actives have a fitted effect of over 70% in size; inactives centre near 23
Target sequence (P83916 whole entry, looked up): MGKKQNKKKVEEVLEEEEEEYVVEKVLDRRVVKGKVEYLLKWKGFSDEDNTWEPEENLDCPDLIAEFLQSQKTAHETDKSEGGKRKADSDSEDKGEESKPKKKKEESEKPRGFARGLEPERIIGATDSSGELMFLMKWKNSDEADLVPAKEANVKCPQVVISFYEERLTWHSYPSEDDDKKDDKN
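HP1-beta protein (50 nM final) preincubated 30 min at room temperature with biotinylated H3(1-18)K9me3 peptide (50 nM) in PBS pH 7.4, 0.01% Tween-20, then compound added for 30 min. AlphaScreen streptavidin donor/nickel chelate acceptor beads (10 ug/mL final), 30 min dark, luminescence read.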
GLS inh – glutaminase GLS (human) inhibition; O94925; GLS enzymatic activity, qHTS titration; Potency, µM (doses to about 45.5 µM), inactives show top-dose activity change, negative = inhibition, most hits filed as inhibitors; 410,000 compounds, 0.21% hits; AID 624170; also: % is scaled to controls: 0 for no effect and ±100 for the full control effect
Target sequence (O94925 whole entry, looked up): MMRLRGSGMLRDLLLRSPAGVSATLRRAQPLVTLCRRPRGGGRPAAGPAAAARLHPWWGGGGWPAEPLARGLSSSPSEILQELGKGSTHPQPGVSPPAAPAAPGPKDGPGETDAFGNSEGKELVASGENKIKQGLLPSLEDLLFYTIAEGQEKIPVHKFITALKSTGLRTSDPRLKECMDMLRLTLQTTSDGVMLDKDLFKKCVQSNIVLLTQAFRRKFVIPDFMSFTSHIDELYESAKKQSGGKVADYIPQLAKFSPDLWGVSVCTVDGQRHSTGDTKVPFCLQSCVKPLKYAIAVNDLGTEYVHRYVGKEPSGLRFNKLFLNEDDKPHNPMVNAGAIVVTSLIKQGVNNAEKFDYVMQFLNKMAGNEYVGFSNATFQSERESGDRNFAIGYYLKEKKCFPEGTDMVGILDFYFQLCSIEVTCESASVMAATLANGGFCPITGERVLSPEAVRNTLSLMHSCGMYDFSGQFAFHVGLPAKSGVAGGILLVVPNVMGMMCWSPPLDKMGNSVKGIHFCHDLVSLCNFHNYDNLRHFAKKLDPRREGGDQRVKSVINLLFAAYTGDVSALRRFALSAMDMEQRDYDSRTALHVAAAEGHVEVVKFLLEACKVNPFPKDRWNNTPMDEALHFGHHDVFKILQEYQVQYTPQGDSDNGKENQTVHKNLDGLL
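Two-point fluorescence kinetic (t0, 30 min RT) for hKGA; glutamate detected via glutamate oxidase–HRP–Amplex Red. Substrate: 1 mM L-glutamine solution; buffer 45 mM KH2PO4, pH 8.2.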
Pin1 inh – human Pin1 inhibition; Q13526; Pin1 FP peptide displacement, HiFluor488, 10 min; Potency, µM (top dose mostly 115 µM), without a hit: at the top dose activity, negative = inhibition, usual class: inhibitors; 390,000 compounds, 0.009% hits; active = well fitted inhibition curve with a large enough effect in the polarisation, with a control signal flat, not every such curve was filed as active; inconclusive = small, poorly fitted or top-dose-only effect, or effect the other way, or a change in a side signal; inactive = no such curve, though single readings can be large or run the other way; the % refers to the polarisation; also: % is scaled to controls: 0 for no effect and ±100 for the full control effect
Target sequence (Q13526 whole entry, looked up): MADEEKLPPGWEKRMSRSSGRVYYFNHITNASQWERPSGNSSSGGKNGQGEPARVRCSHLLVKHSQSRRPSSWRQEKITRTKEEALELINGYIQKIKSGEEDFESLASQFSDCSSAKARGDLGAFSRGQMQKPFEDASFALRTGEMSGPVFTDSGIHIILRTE
BAZ2B inh – BAZ2B (human) inhibition. AlphaScreen BAZ2B-H3K14Ac peptide displacement. Potency, µM (titrated, usually from 114 µM), inactives show top-dose activity change, negative = inhibition, usual class: inhibitors. 360,000 compounds, 4.4% hits. AID 504333; also: % is scaled to controls: 0 for no effect and ±100 for the full control effect; nearly all actives have a fitted effect of over 60% in size
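AlphaScreen displacement of biotin-H3(5-23)K14Ac peptide (50 nM final) from BAZ2B (50 nM final) in PBS pH 7.4, 0.01% Tween-20; complex preformed 30 min RT, then compounds (top 110 uM) 30 min RT, beads 20 min dark.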
BLM helicase inh – blocks DNA unwinding by human BLM helicase; AID 2528; 350,000 compounds, 0.2% hits; Potency, µM (doses to about 56.1 µM), inactives show top-dose activity change, negative = inhibition, actives largely listed as inhibitors; recombinant BLM DNA unwinding, fluorescence dequenching;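 also: plate controls were vehicle for no effect and no enzyme for full effect; nearly all actives have a fitted effect of over 35% in size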
G9a inh – blocks human histone lysine methyltransferase G9a | Q96KQ7 | G9a H3K9 monomethylation, AlphaScreen, 2 h | Potency, µM (highest dose often 102 µM), for the others: at the top dose activity, negative = inhibition, most hits filed as inhibitors | 350,000 compounds, 8.8% hits | AID 504332; also: % is scaled to controls: 0 for no effect and ±100 for the full control effect; nearly all actives have a fitted effect of over 75% in size
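Readings reflect AlphaScreen signal from monomethyl-H3K9 antibody detection. HMT at 20 nM; substrate b-H3K9 500 nM; cofactor SAM 20 uM; 2 h RT reaction; compounds tested as titrations in qHTS with 15 min preincubation.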
The depositor's hits bear a star; i = inactive; ? = inconclusive; nt = not tested or not shown; & = joins results of further samples; [ ] = another dose, or the depositor's remark. Unless noted, calls follow the shape of the dose curve; as a rule, active = well fitted curve in the direction sought with a large enough effect; inconclusive = small, poorly fitted or top-dose-only effect, or another doubt; inactive = no such curve, though single readings can be large; an effect the other way counts as inactive or inconclusive. Potency is read from the fitted curve at half-maximal effect.

SMILES	Pol iota inh	Tb PGK inh	JMJD2A Tudor	HP1b chromo inh	GLS inh	Pin1 inh	BAZ2B inh	BLM helicase inh	G9a inh
Cc1ccnc(NS(=O)(=O)c2ccc(N3C(=O)C4CCCCC4C3=O)cc2)n1 (stereo not given)	46%[activator]	-3%	-11%	-8%	1%	-1%	-13%	-3%	5%
O=C(CC1C(=O)N(c2ccc(F)cc2)C(=O)N1Cc1ccc2c(c1)OCO2)Nc1ccc(Cl)cc1 (stereo not given)	39%[activator]	-8%	-5%	40%[activator]	2%	6%	1%	-10%	4%[59 µM]
CC(C)NC(=O)c1cc(-c2cccs2)nc2ccccc12	-2%	nt	-1%	52%[activator]	1%	5%	0%	0%	6%[12.7 µM]
Cn1cc(-c2cccc(C(F)(F)F)c2)cc(C#N)c1=O	-4%	-8%	2%	42%[activator]	-12%	2%	3%	0%	15%
COc1ccc(C2C(Oc3ccccc3)C(=O)N2c2ccc(C)c(C)c2)cc1OC (stereo not given)	50%[activator]	-5%	-5%	29%	-19%	-4%	nt	nt	nt
O=P(/C(=N/O)Sc1ccccc1)(N1CCOCC1)N1CCOCC1	14%	7%	-6%	19%	9%	-8%	-33%	-5%	?
Cc1nonc1OCCNCCNc1ccc([N+](=O)[O-])cc1Cl	?	0%	-20%	29%	4%	1%	-15%	3%	-14%[12.7 µM]
COc1ccc(NC(=O)CSc2nc3[nH]ncc3c(=O)[nH]2)c(OC)c1	14%	i	-10%	4%	4%	0%	-5%	nt	14%[59 µM]
O=C1c2cc(Br)ccc2OC2C=CC=CC12 (stereo not given)	20%	-4%	9%	99%[activator]	0%	2%	nt	nt	nt
O=C(NC1CCCCC1)C(c1ccccc1)N(Cc1cccnc1)C(=O)c1csnn1 (stereo not given)	27%	6%	-2%	13%	5%	5%	11%	-3%	3%

Fetched by structure from above:
SMILES	Pol iota inh	Tb PGK inh	JMJD2A Tudor	HP1b chromo inh	GLS inh	Pin1 inh	BAZ2B inh	BLM helicase inh	G9a inh
O=P(/C(=N/O)Sc1ccccc1)(N1CCOCC1)N1CCOCC1	14%	7%	-6%	19%	9%	-8%	-33%	-5%	?
Cc1nonc1OCCNCCNc1ccc([N+](=O)[O-])cc1Cl	?	0%	-20%	29%	4%	1%	-15%	3%	-14%[12.7 µM]
CC(C)NC(=O)c1cc(-c2cccs2)nc2ccccc12	-2%	nt	-1%	52%[activator]	1%	5%	0%	0%	6%[12.7 µM]
COc1ccc(C2C(Oc3ccccc3)C(=O)N2c2ccc(C)c(C)c2)cc1OC (stereo not given)	50%[activator]	-5%	-5%	29%	-19%	-4%	nt	nt	nt
O=C(NC1CCCCC1)C(c1ccccc1)N(Cc1cccnc1)C(=O)c1csnn1 (stereo not given)	27%	6%	-2%	13%	5%	5%	11%	-3%	3%

Next part
SMILES	Pol iota inh	Tb PGK inh	JMJD2A Tudor	HP1b chromo inh	GLS inh	Pin1 inh	BAZ2B inh	BLM helicase inh	G9a inh
CCNc1nc(NCC)nc(N2CC(=O)N(CC(=O)OCC)C2=N)n1	-3%	-10%	5%	26%	7%	6%	nt	nt	nt
CCC(=O)N1CCc2cc(Br)cc(S(=O)(=O)CCC(=O)NCCc3ccc(Cl)cc3)c21	25%	-8%	-1%	37%	-8%	-2%	1%	2%	4%[59 µM]
c1ccc(COc2ccc(OCCN3CCCC3)cc2)cc1	15%	-4%	?	1%	11%	8%	-12%	-11%	?
COc1ccc(CCNC(=O)C(=O)NCC2OCCN2S(=O)(=O)c2ccc(Cl)cc2)cc1 (stereo not given)	3%	-2%	-13%	11%	-1%	2%	7%	2%	8%
COc1cccc(CNC(=O)c2ccc(NC(=O)CC3SC(N4CCCC4)=NC3=O)cc2)c1 (stereo not given)	8%	-3%	-6%	25%	-9%	16%	-8%	nt	20%[12.7 µM]
COc1ccc(CCNC(=O)C2CCC(=O)N(C3CC3)C2)c(OC)c1 (stereo not given)	15%	-3%	-12%	14%	6%	-2%	-3%	-5%	nt
COc1ccc(-c2csc(NC(=S)NC(=O)c3cc4ccccc4o3)n2)cc1Br	21%	-3%	8%	22%	7%	8%	-6%	0%	?
CN1CCN(CCCN(Cc2ccco2)C(=S)Nc2ccc(Cl)cc2)CC1	-7%	4%	-23%	15%	6%	-3%	10%	-11%	-41%
Cc1ccc(CSCc2ccc(C(=O)NCCCN3CCOCC3)o2)cc1	20%	-10%	-11%	30%	-5%	-6%	-1%	0%	23%[59 µM]
COc1cccc(NC(=O)CN(C)C(=O)C2=COCCO2)c1	-3%	-1%	2%	18%	0%	0%	-4%	nt	10%
CC(=O)Nc1ccc2nc(NC(=O)CN3CCOCC3)sc2c1	-5%	nt	-9%	54%[activator]	-6%	9%	-6%	-5%	-41%
CCOC(=O)c1ccccc1NC(=O)CSc1nc2c(sc(=S)n2CC)c(=O)[nH]1	-5%	-2%	-30%	-1%	-1%	-9%	nt	nt	nt
O=C(CSc1nnc(-c2ccc(O)cc2)o1)c1ccc(Br)cc1	-3%	5%	-7%	17%	-2%	17%	5%	-6%	-6%[59 µM]
COc1ccc(-n2c(CCC(=O)O)ccc2-c2ccccc2)cc1	25%&4%	-1%&-9%	-20%&-23%	14%&-17%	-1%&6%	1%&-5%	?	-1%&2%	50µM*
O=C(COC(=O)Cc1ccsc1)NC(c1ccccc1)c1ccccc1	5%	i	-5%	25%	0%	-7%	4%	3%	-6%
O=C(COc1ccc(Br)cc1)N1CCNC1=O	13%	1%	-16%	10%[57 µM]	-8%	0%	-3%	0%	nt
COc1ccc(Cl)cc1NC(=O)c1c(NCc2cccs2)sc2c1CCCC2	-8%	-9%	?	-2%	-14%	13%	-39%	-10%	1.4µM*
Cc1ccc(-c2nnc(N(C)C(=O)c3cccnc3)s2)cn1	3%	0%	-10%	26%	14%	3%	-1%	3%	-3%
CCOC(=O)CN/C=C(\C#N)c1ccccc1	15%	-4%	-3%	42%[activator]	-5%	-1%	5%	0%	25%[59 µM]
Cc1ccc(-n2ncc(C(=O)Nc3ccc4c(c3)OCO4)c2C2CCN(C(=O)OC(C)(C)C)CC2)c(C)c1	20%	-1%	32µM*	-17%	7%	?	?	-9%	?
COc1ccc(Cl)cc1S(=O)(=O)N1CCN=C1C	15%	-6%	-5%	46%[activator]	0%	0%	1%	-1%	-15%
CCC1(C)N=C(c2ccc3c(c2)OCO3)CC(c2ccccc2O)N1 (stereo not given)	?	-5%	-32%	-4%	0%	29%	?	-7%	?
Cc1ccc(-c2nc(NCCN3CCOCC3)c3ccccc3n2)cc1	27%	nt	-18%	17%	3%	0%	0%	8%	7%[59 µM]
CCOC(=O)N1CCN(C(=S)NC(=O)c2nn(C)cc2Br)CC1	21%	-7%	-22%	33%	-6%	4%	-7%	-2%	?
Cc1ccc(Oc2nc(CN3CCOCC3)nc3sc4c(c23)CCC(C)C4)cc1 (stereo not given)	36%[activator]	-5%	?	-5%	-5%	11%	?	-3%	79µM*
O=C(Cc1ccc(S(=O)(=O)N2CCOCC2)s1)Nc1nc2c(s1)CCCC2	?	-27%	56µM*	?	-3%	?	18µM*	-2%	nt
CC(C)OC(=O)CN1CCN(C2c3ccccc3-c3ccccc32)CC1	8%	0%	-5%[11.4 µM]	-19%	0%	-9%	-33%	-2%	-20%
CCNC(=O)c1c(NC(=O)COc2ccc(F)cc2)sc2c1CCCC2	0%	-10%	-8%	26%	3%	2%	-2%	-3%	?
COc1ccc2nc(N3CCCCC3)c(/C=C3\SC(=S)NC3=O)cc2c1	-11%	-11%	28µM*	?	-3%	28%	25µM*	-14%	11µM*
Cc1ccc(C(CNS(=O)(=O)c2ccccc2)N2CCN(C)CC2)cc1 (stereo not given)	5%	i	-16%	29%	0%	3%	-27%	nt	-49%
COc1ccc(C(=O)Nc2ccc3c(c2)nc2n3CCSC2)cc1	-2%	i	-7%	-1%	2%	17%	-26%	-1%	50µM*
COc1ccc(Cl)cc1C(=O)CSc1nnnn1C1CCCCC1	0%	-8%	10%[57.1 µM]	61%[activator]	-7%	?	12%	-10%	-29%
COc1ccc(NC(=O)CSc2cn(CCNC(=O)c3c(F)cccc3F)c3ccccc23)cc1	-9%	6%	-8%	41%[activator]	10%	1%	-4%	-3%	-27%[59 µM]
CN1CCCC(OC(=O)c2ccc(S(=O)(=O)N(C)C)cc2)C1 (stereo not given)	?	nt	8%	64%[activator]	-11%	-4%	-16%	-3%	-43%
CCCN1CCC(NC(=O)Cc2ccc(C)cc2)CC1	-18%	-1%	-3%	43%	-4%	1%	10%	-2%	nt
CCCN1C(=O)c2cc(C(=O)Nc3ccccc3CC)ccc2C1O (stereo not given)	-10%	-10%	-16%	47%[activator]	-3%	2%	9%	-2%	12%
COCCCN=C1NN=C(c2cc(C)n(Cc3ccco3)c2C)CS1	5%	-4%	?	-3%	19%	1%	?	-4%	?
O=[N+]([O-])c1ccccc1/C=N/N1CCN(Cc2ccccc2)CC1	131%[activator]	i	25µM*	?	-3%	5%	28µM*	-14%	40µM*
O=C(Nc1ccc(N2CCOCC2)cc1)Nc1ccc2nc(-c3ccco3)c(-c3ccco3)nc2c1	0%	-1%	?	-17%	2%	-9%	5%	?	1.8µM*
COc1ccc(C(=O)Nc2ccc(C(=O)OCc3cc(=O)n4nc(C(C)C)sc4n3)cc2)cc1	31%[activator]	-1%	-3%	37%	-18%	4%	-3%	-7%	-5%[12.7 µM]
CC(C)(C)c1cc(C(=O)NNc2cccc(Cl)c2)n(Cc2ccccc2)n1	-12%[58.9 µM]	i	-8%	46%[activator]	?	2%	-5%	-12%	nt
CCOC(=O)c1cc2cc([N+](=O)[O-])ccc2oc1=O	75%[activator]	i	-11%	2%	-10%	-11%	-13%	-1%	27%[59 µM]
Cc1ccc2oc(C(=O)Nc3ccc(S(=O)(=O)Nc4ncccn4)cc3)cc(=O)c2c1	41%[activator]	i	-8%	47%[activator]	-6%	7%	1%	-2%	-1%[59 µM]
Cc1cc(C)cc(NCCC#N)c1	20%	i	-16%	12%	15%	0%	-7%&-7%	-1%&-11%	5%[59 µM]
Cc1nc(N)sc1-c1csc(Nc2ccc(Cl)cn2)n1	53%[activator]	2%	?	?	8%	9%	?	-11%	10µM*

These rows are one share of the data (hit frequency here may not be typical).
